# Screens as filed in PubChem.
# M1 antag = human CHRM1 antagonism; P11229; CHO-K1 hM1, Fluo-8 calcium fluorescence, ACh EC80 antagonist; inhibition, % at 3 µM; 360,000 compounds, 1.3% hits;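 active = percent inhibition above its own plate's cutoff, namely the mean of that plate's compound wells plus 3 SD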;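 also: peak over basal fluorescence ratio during 140 s after agonist addition; 0% = ACh EC80 plus DMSO and 100% = DMSO alone without agonist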
# Target sequence (P11229 whole entry, looked up): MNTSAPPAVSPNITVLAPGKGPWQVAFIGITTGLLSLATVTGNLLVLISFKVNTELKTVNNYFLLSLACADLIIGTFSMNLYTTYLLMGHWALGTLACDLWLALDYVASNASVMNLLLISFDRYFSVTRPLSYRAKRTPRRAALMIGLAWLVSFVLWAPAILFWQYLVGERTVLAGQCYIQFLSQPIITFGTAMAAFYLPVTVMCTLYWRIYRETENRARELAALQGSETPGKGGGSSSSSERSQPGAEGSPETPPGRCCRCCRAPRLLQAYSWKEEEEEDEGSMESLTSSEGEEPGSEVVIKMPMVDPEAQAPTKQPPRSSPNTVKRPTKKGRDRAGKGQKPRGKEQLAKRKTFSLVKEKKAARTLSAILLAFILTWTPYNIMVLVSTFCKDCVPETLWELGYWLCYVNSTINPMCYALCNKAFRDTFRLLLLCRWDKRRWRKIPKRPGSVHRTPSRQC
# M1 ag parental = nonselective activator or artifact in parental CHO-K1 cells. 360,000 compounds, 0.48% hits. Fluo-8 calcium fluorescence; scaled to maximal ATP response, vehicle zero. activation, % at 3 µM; in the data active = activation above about 15%;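 also: untransfected CHO-K1 host cells lacking M1 receptor as counterscreen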
# TAAR1 antagonist = human TAAR1 antagonism; CHO RD-HGA16 TAAR1, Fluo-8 calcium fluorescence, antagonist; inhibition, % at 3 µM; 360,000 compounds, 1.5% hits; AID 624466;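 active = inhibition above a per-plate cutoff, the mean inhibition of test compounds on that plate plus 3 SD, cut at about 49% in these data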;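 also: 0% = DMSO plus EC80 beta-PEA response and 100% = DMSO alone without agonist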
#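 Assay system: RD-HGA16 CHO cells with stable hTAAR1 and Gα16 / Reagent: EC80 β-phenethylamine stimulus / Doses: 3 µM, single point / Timing: dye loading 75 min at 37 °C, then 30 min room temperature / Measured by: Fluo-8 intracellular calcium dye fluorescence, real-time kinetic reads / Controls: vehicle wells and EC80 agonist wells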
# M1 ag = agonists of human M1 muscarinic receptor. CHO-K1 hM1, Fluo-8 calcium fluorescence, agonist mode; 0% DMSO, 100% acetylcholine EC100. AID 588814. 360,000 compounds, 0.33% hits. activation, % at 3 µM. P11229;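 active = activation above the run's mean compound activation plus 3 SD, cut at about 16% in these data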;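 also: peak over basal fluorescence ratio within a 140 s kinetic read after compound addition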
# OXTR potentiate = potentiates the human oxytocin receptor response | activation, % at 3 µM | 320,000 compounds, 0.061% hits | CHO-OTR cells, Fluo-8 calcium fluorescence, potentiator mode; 0% = oxytocin EC15, 100% = EC100;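 active = activation above that plate's cutoff, the mean activation of tested compounds plus 3 SD, cut at about 6.6% in these data, passing the limit was not always enough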;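 also: 100% uses oxytocin at 75 nM as the full agonist control; some results filed as inactive read as strong as hits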
# Target sequence (P30559 whole entry, looked up): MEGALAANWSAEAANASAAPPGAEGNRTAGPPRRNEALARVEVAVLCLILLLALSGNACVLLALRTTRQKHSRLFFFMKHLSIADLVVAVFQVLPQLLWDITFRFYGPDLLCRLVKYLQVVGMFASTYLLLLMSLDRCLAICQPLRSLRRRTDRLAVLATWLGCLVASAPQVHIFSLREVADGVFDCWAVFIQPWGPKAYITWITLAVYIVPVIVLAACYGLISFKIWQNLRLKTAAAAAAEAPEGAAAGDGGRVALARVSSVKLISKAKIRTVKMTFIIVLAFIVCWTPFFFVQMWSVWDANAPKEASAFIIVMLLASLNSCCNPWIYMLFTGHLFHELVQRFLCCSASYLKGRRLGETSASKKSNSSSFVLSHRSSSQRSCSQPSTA
#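 Dosing: Single dose, 3.0 µM nominal final compound concentration | Material: Human OTR in CHO cells | Technique: Kinetic Fluo-8 calcium fluorescence | Benchmarks: EC15 oxytocin alone as 0%, 75 nM oxytocin as 100% | Probe or stimulus: Oxytocin at about EC15, sub-maximal agonist stimulus | Incubation: Compound 6 min at room temperature before oxytocin, 100 s read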
# CHO-K1 Ca antag = M1 antagonist counterscreen hit in parental CHO-K1 cells; ATP-induced calcium, Fluo-8 fluorescence; inhibition, % at 3 µM; 360,000 compounds, 0.6% hits; AID 602250;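 active = inhibition above a per-plate cutoff, the plate's mean sample inhibition plus 3 SD, cut at about 24% in these data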;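 also: 0% = DMSO plus EC80 ATP and 100% = DMSO alone without ATP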
# TAAR1 agonist = human TAAR1 agonism | Q96RJ0 | CHO RD-HGA16 TAAR1, Fluo-8 calcium fluorescence; vehicle wells 0%, saturating PEA agonist 100% | activation, % at 3 µM | 360,000 compounds, 0.99% hits | AID 624467;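 active = activation above the mean activation of all test compounds in the run plus 3 SD, cut at about 38% in these data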
#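 Assay system: CHO-derived RD-HGA16 cells with stable Gα16 and human TAAR1; timing: 17-24 h seeding, 75 min 37 °C dye, 30 min RT; read-out: % activation from peak over basal fluorescence ratio, DMSO-to-PEA scaled; measured by: kinetic Fluo-8 calcium fluorescence; benchmarks: low control DMSO, high control PEA (EC100); doses: 3 µM single concentration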
# CHO parental Ca = signal in parental CHO cells, OX1R antagonist counter-screen; parental CHO-K1, ATP-induced calcium, Fluo-8 fluorescence; inhibition, % at 5.6 µM; 330,000 compounds, 0.63% hits; AID 463079;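 active = inhibition above that plate's mean sample inhibition plus 3 SD, cut at about 26% in these data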;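 also: 0% = ATP-challenged DMSO wells and 100% = DMSO wells without ATP; some compounds past the cut are filed as inactive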
#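 Material – parental CHO cells · Reagent – ATP stimulus · Compound – single nominal dose of 5.6 µM per compound · Detection – Fluo-8 fluorescence · Read-out basis – percent inhibition of calcium signal · Controls – ATP-challenged DMSO wells low, unchallenged DMSO wells high · Repeats – no replicates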
# CHO-K1 Ca PAM = M1 PAM counterscreen hit in parental CHO-K1 cells | ATP EC20, Fluo-8 calcium fluorescence; 0% at ATP EC20, 100% at ATP max | activation, % at 3 µM | 360,000 compounds, 0.02% hits;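 active = activation above the run cutoff, the mean activation of all test compounds plus 3 SD, cut at about 40% in these data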;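 also: peak over basal fluorescence ratio in a 140 s read after ATP addition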
# * marks the source's active call; other numbers are inactive results; . = no result given. Rows are unselected (roughly 4.2% active in at least one column).
SMILES,M1 antag,M1 ag parental,TAAR1 antagonist,M1 ag,OXTR potentiate,CHO-K1 Ca antag,TAAR1 agonist,CHO parental Ca,CHO-K1 Ca PAM
CC(C)c1ccc(S(=O)(=O)N2CCN(C(C)C(=O)N3CCCC3)CC2)cc1 (stereo not drawn),-7,0.8,11,-4,-4,-14,0,-9,18
O=C(c1cccc2ccccc12)C1CCCN(C(=O)CCN2CCCO2)C1 (stereo not drawn),-8,-0.6,-20,-6,-2,7,-1,-18,-3
CC(=O)c1c(NCCc2ccccc2)nc(=S)n(-c2ccccc2)c1C,17,0.1,12,-7,-12,-2,50*,-8,-8
CN(C)CCCn1c(SCC(=O)Nc2nccs2)nnc1-c1ccncc1,-14,0.2,-4,-4,-24,-2,4,-1,14
COC(=O)N/N=C/c1cc(N=Nc2ccccc2Cl)ccc1O,-1,1.0,1,-3,-2,-4,7,12,11
CSc1nc2ccc(NC(=O)c3ccccn3)cc2s1,-12,-0.3,7,-4,-5,-8,-1,-13,-8
Cc1ccc(-c2nnc(SCC(=O)Nc3cccnc3Cl)n2N)cc1,-15,2.7,-15,-4,-3,-2,1,-6,29
CCOc1ccc2nc(N/C(N)=N/S(=O)(=O)c3ccc(C)cc3)nc(C)c2c1,-11,0.0,-17,-2,.,3,0,.,2
COc1ccccc1CCNC(=O)C(=O)NCC1OCCCN1S(=O)(=O)c1cc(C)ccc1C (stereo not drawn),-4,4.0,5,-1,-6,-9,6,-24,-3
O=C(c1cccc(F)c1)N1CCN(Cc2cccc(Br)c2)CC1,-10,0.0,3,-5,6,7,1,-17,-10

# Ordered by value in TAAR1 antagonist (low to high): four of the compounds above
SMILES	M1 antag	TAAR1 antagonist	OXTR potentiate
Cc1ccc(-c2nnc(SCC(=O)Nc3cccnc3Cl)n2N)cc1	-15	-15	-3
COC(=O)N/N=C/c1cc(N=Nc2ccccc2Cl)ccc1O	-1	1	-2
CC(C)c1ccc(S(=O)(=O)N2CCN(C(C)C(=O)N3CCCC3)CC2)cc1 (stereo not drawn)	-7	11	-4
CC(=O)c1c(NCCc2ccccc2)nc(=S)n(-c2ccccc2)c1C	17	12	-12

# The list goes on:
SMILES,M1 antag,M1 ag parental,TAAR1 antagonist,M1 ag,OXTR potentiate,CHO-K1 Ca antag,TAAR1 agonist,CHO parental Ca,CHO-K1 Ca PAM
C#CCOCCOCCOCCNc1nc(N2CCN(C(=O)[C@H]([C@@H](C)CC)n3cc([C@@H](N)Cc4ccc(O)cc4)nn3)CC2)nc(N2CCN(C(=O)[C@H]([C@@H](C)CC)n3cc([C@@H](N)CC(C)C)nn3)CC2)n1,2,0.4,5,-12,5,-5,4,-8,-2
CCN1C[C@@H]2[C@@H]3C(=O)N(Cc4ccccc4)C(=O)[C@@H]3[C@](C)(C1=O)N2C(=O)c1ccc(C(F)(F)F)cc1,1,0.2,-5,-3,.,-8,5,.,7
O=C(NC1CC2CCC1C2)C1COc2ccccc2O1 (stereo not drawn),2,0.9,6,-6,-6,-11,9,0,22
CCCCN(C)C(=O)C(Cc1ccccc1)NS(=O)(=O)c1ccc2c(c1)c(=O)n(C)c(=O)n2C (stereo not drawn),14,3.1,67*,-3,-8,7,22,-11,3
Cc1c(NC(=O)CSc2nnc(C(C)N(C)C)n2-c2ccccc2)c(=O)n(-c2ccccc2)n1C (stereo not drawn),0,0.5,-6,-3,.,-9,6,.,-8
COc1cccc(C(C)(O)c2nc(-c3cc4ccccc4o3)cs2)c1 (stereo not drawn),16,9.6,10,4,.,15,1,.,-3
COCCNC(=O)c1cc(-c2ccccc2OC)on1,-12,0.0,-15,-3,0,-17,1,-15,16
CCOC(=O)c1cnc(Nc2ccccc2)nc1C(F)(F)F,0,0.6,6,0,-10,1,10,-10,-2
O=C(O)c1cccnc1SC1CC(=O)N(c2cccc(C(F)(F)F)c2)C1=O (stereo not drawn),4,0.4,19,-4,-4,-8,-1,-7,22
CC(C)Cn1c(CN2CCN(C(=O)c3ccco3)CC2)nc2c1c(=O)n(C)c(=O)n2C,-4,1.5,-43,-4,-12,-14,1,6,3
CN(CCCNC(=O)c1cc2c(=O)[nH]c3ccccc3c2n1C)Cc1ccccc1,-11,0.8,0,-15,-8,-7,3,-26,-2
COc1cc(/C=C/C(=O)OCC(=O)NCCN2C(=O)CSC2=O)ccc1OCC#N,-4,0.2,-6,-3,-1,-18,3,-4,14
CCOc1ccc(Cc2c(Cl)nc(SC)nc2N(C)C)cc1,1,0.1,-9,-11,-8,-6,6,-18,13
Cc1ccc(-c2nn(-c3ccccc3)cc2C2CC(c3cccs3)=NN2C(=O)CCCC(=O)O)cc1 (stereo not drawn),-2,0.1,20,-2,-12,-9,13,12,25
CCOC(=O)c1cc(OC(=O)c2ccccc2OC)n(-c2ccccc2)n1,-3,0.5,-5,-4,-2,-12,8,-2,8
CC(C)c1ccc(C(=O)N2CCCN(C(=O)c3ccc(C(C)C)cc3)CC2)cc1,-10,0.8,-31,-7,-10,-14,-1,-20,32
CSc1nnc(-c2cnccn2)n1C,1,0.1,.,-2,1,-18,.,-13,7
O=S(=O)(c1ccc(-c2csc(-c3cccnc3)n2)cc1)N1CCCC1,5,1.9,10,-4,-2,-3,12,-6,2
Cc1ccc(CNC(=O)CCCn2c(=O)c3ccccc3n(CC(=O)NC3CCCC3)c2=O)cc1,-2,0.3,6,-5,-6,-14,2,-3,21
CCOC(=O)C1=NOC(CN(c2ccccc2)S(=O)(=O)c2ccc(Cl)cc2)C1 (stereo not drawn),-15,0.5,-12,-9,-14,-9,1,-4,-3
CCn1c(SCc2nnc(-c3ccccc3)o2)nnc1-c1ccc(S(=O)(=O)N2CCCC2)cc1,3,1.1,16,-7,-3,4,15,-17,-1
Cc1ccc(S(=O)(=O)N2CCN(C(=O)CCC(=O)NCc3cccc(C(F)(F)F)c3)CC2)cc1,-9,3.0,-2,-1,-12,12,2,-10,3
Cn1c(=O)c2c(ncn2CC(O)CNc2ccc(Br)cc2)n(C)c1=O (stereo not drawn),0,4.2,-7,0,-10,1,4,-15,17
Cc1c(C(=O)N2CCc3ccccc3C2)oc2ccc(S(=O)(=O)N3CCCCCC3)cc12,4,0.2,-1,-7,-6,-8,42*,-18,16
CCc1nnc(NS(=O)(=O)c2ccc(NC(=S)NC(=O)/C=C/c3ccc([N+](=O)[O-])cc3)cc2)s1,-6,0.8,-18,-2,4,-20,3,-10,23
COc1ccc(OC)c(NC(=O)C(=O)NNC(=O)C23CC4CC(CC(C4)C2)C3)c1,-12,25*,-19,9,-15,-9,54*,-9,15
O=C(C1=C(O)C(=O)N(CCN2CCOCC2)C1c1cccs1)c1cc2ccccc2o1 (stereo not drawn),-12,0.5,14,-3,-11,-17,0,-11,21
O=C(CCC1CCCN(c2ncccn2)C1)NCc1ccccc1F (stereo not drawn),-5,0.8,1,-10,-7,-2,6,-13,24
Cc1cc(C)nc(/N=C(\N)Nc2ccccc2-c2ccccc2)n1,-3,12,8,-15,-7,2,9,-20,21
O=C(CCCn1c(=S)[nH]c2ccccc2c1=O)N1CCN(c2cccc(Cl)c2)CC1,-10,-0.2,2,-3,-5,-7,-1,-4,9
CNC(=O)CSc1nc2ccccc2c(=O)n1-c1cc(OC)ccc1OC,-5,1.5,-1,-3,-19,-7,-4,-13,5
CC(C)N1C(=O)CC(Nc2ccc(N3CCOCC3)cc2)C1=O (stereo not drawn),-10,0.2,-1,-2,-3,-4,6,-17,7
COc1ccccc1-c1nnc(NC(=O)CCS(=O)(=O)c2ccccc2)o1,-1,0.1,-17,-3,-3,-2,1,5,3
CCOC(=O)C1C(=O)CC(C)(O)C(C(=O)OCC)C1c1ccco1 (stereo not drawn),-4,-0.1,5,-2,-5,-2,3,-11,8
COc1ccc(-n2c(O)c(/C=N/NS(=O)(=O)c3cc(C)ccc3C)c3ccccc3c2=O)cc1OC,-3,5.2,50*,4,-13,3,42*,2,12
COc1ccc(Cl)cc1NC(=O)CCS(=O)(=O)c1ccc(C)cc1,-7,0.5,4,-3,3,-10,-1,-30,14
COc1cccc(CC(=O)OCC(=O)N(C)CC(=O)Nc2ccc(F)cc2)c1,-6,0.2,-10,0,-9,12,3,-8,-8
Cc1ccc(C(=O)N2CCCCCC2)cc1S(=O)(=O)N1CCOCC1,-2,1.0,-8,-2,0,-6,7,-9,-3
Clc1ccc(/C=N/Nc2nnc(Cl)c3ccccc23)cc1,-8,-0.1,-3,-5,-9,-3,2,-7,-8
N#CC(=C=[N-])c1nc2ccccc2nc1-[n+]1cccc(NC(=O)c2cccs2)c1,-14,0.5,-11,-1,4,-15,-1,-7,13
Cc1cccc(-c2oc3ccccc3c2-c2ccc3c(c2)OCO3)c1,-9,1.3,-8,-2,-11,-19,3,-24,16
CSC(=Nc1cccc(C)c1)NC#N,6,-0.3,9,-7,-7,-1,2,5,2
CC1CCc2sc(C(=O)NC3CCN(Cc4ccccc4)CC3)cc2C1 (stereo not drawn),-4,2.8,-1,-4,-7,-12,10,-20,6
Cc1nnc(SCC(=O)c2ccc(Br)cc2)s1,-11,0.4,7,-6,-2,-16,12,-24,14
O=C(Cn1cnc2c(nnn2Cc2ccccc2)c1=O)NCc1ccco1,-26,-0.2,15,-5,-4,-8,-1,-1,22
CC(C)Oc1ccc(C(=O)NC2(C(F)(F)F)N=C3SCCN3C2=O)cc1 (stereo not drawn),2,0.4,10,-3,2,-9,8,2,5
Cc1nc(C/C(=N\Nc2ccccc2)c2ccc(O)cc2O)cs1,3,1.3,-7,-4,-11,-14,-1,-6,15
Cc1ccnc(SCc2cc(=O)c(OC(=O)c3ccccc3)co2)n1,-2,1.2,0,-2,2,-13,-2,-1,14
Cc1cccc(C(C)C)c1NC(=O)CN(C)Cc1cccc(F)c1,-3,0.1,8,-3,-5,6,19,-20,-6
CCN(c1ccc(OC)cc1)S(=O)(=O)c1nnc(NC(=O)C2CCCCC2)s1,-1,5.2,-35,-3,-12,7,-3,-3,-17
O=C(Nc1ccc(Br)cc1)N1CCCCCCC1,5,-0.3,-1,-5,-3,22,8,4,-7
CSc1cccc(NC(=O)N2CCCC(CNS(=O)(=O)Cc3ccccc3)C2)c1 (stereo not drawn),2,1.3,30,-4,-7,-3,2,3,11
